Bioassay records (PubChem BioAssay)
AHR act: activators of human aryl hydrocarbon receptor. AHR-responsive luciferase reporter cells, luminescence. 320,000 compounds, 2.5% hits. activation, % at 5 µM. AID 2796. P35869; in the data active = activation above about 47%;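 also: 0% = vehicle wells and 100% = reference agonist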
Target sequence (P35869 whole entry, looked up): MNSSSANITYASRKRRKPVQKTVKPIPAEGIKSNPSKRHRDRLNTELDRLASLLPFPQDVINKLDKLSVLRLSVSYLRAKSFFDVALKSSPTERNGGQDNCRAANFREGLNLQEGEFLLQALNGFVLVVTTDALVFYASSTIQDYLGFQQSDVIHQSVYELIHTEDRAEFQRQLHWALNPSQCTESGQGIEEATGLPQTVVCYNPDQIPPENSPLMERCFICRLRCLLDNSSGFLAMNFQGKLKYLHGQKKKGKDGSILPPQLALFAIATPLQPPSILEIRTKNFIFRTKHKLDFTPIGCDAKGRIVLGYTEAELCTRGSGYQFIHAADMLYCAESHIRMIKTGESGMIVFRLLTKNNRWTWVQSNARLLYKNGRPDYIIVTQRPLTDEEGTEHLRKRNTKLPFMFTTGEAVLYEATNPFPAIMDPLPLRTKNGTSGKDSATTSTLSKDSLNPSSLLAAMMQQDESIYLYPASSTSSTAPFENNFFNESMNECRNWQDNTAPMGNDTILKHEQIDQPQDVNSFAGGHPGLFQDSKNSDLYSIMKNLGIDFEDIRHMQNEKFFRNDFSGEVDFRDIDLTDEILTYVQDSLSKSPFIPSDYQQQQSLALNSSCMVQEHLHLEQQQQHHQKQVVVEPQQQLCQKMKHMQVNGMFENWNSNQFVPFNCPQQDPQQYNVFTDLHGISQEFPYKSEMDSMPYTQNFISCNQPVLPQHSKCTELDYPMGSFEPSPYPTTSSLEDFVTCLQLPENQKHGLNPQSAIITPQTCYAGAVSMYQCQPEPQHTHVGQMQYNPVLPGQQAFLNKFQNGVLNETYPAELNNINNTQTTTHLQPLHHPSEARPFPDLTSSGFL
CIT2 TOR yeast: modulators of TOR pathway CIT2-GFP in S. cerevisiae; S. cerevisiae CIT2-GFP strain, flow cytometry, 3 h; 100 means same as DMSO wells; GFP response vs DMSO, % at 10 µM; 320,000 compounds, 0.065% hits; AID 2029;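 active = GFP response relative to DMSO above a set limit, near the screen mean plus 3 SD, cut at about 150% in these data; inconclusive = Fewer than 70 cells measured for a yeast strain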;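 also: ratio of well median GFP fluorescence to mean of DMSO wells on the plate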
MEP2-GFP yeast: yeast TOR pathway MEP2-GFP modulation; S. cerevisiae MEP2-GFP strain, flow cytometry GFP, 3 h; 100% = DMSO control level; 330,000 compounds, 0.51% hits; GFP response vs DMSO, % at 10 µM;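 active = GFP response versus DMSO above a set limit, roughly screen mean plus 3 SD, cut at about 180% in these data; inconclusive = fewer than 70 cells counted for a yeast strain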;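 also: median GFP fluorescence of the barcode-gated MEP2-GFP cells per well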
RPL19A TOR yeast: modulators of TOR pathway RPL19A-GFP in S. cerevisiae; AID 2025; S. cerevisiae RPL19A-GFP strain, flow cytometry, 3 h; active compounds read low; 330,000 compounds, 0.3% hits; percent response vs DMSO, % at 10 µM;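 active = percent response vs DMSO below 50%; inconclusive = fewer than 70 events counted for the yeast strain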;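 also: median channel GFP fluorescence of the barcoded RPL19A-GFP strain; ratio of sample median GFP to plate DMSO average so 100% = DMSO; lower means less RPL19A-GFP as with rapamycin TOR inhibition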
AGP1-GFP MLPCN: yeast TOR pathway AGP1-GFP modulation; S. cerevisiae AGP1-GFP multiplex flow cytometry, 3 h; GFP as percent of DMSO wells; GFP response vs DMSO, % at 10 µM; 320,000 compounds, 0.02% hits; AID 2066;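 active = GFP response relative to DMSO above a set limit, near screen average plus 3 SD, cut at about 150% in these data; inconclusive = fewer than 70 cells counted for the yeast strain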;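 also: median GFP channel fluorescence of the gated AGP1 strain per well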
Efflux pump mplx: antifungal efflux pump inhibition, Nile Red retention; S. cerevisiae Candida pump triplex; inhibition, % at 10 µM; 330,000 compounds, 0.44% hits;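 active = plate passing quality check with inhibition over a set limit, or well fluorescence over plate mean plus 4 SD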;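 also: Nile Red retained in pooled yeast measured as flow cytometry median fluorescence; 0% = buffer negative control and 100% = Enniatin B positive control; higher means more Nile Red kept so more efflux inhibition; some compounds called inactive have numbers as strong as hits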
LAP4 TOR yeast: yeast TOR pathway LAP4-GFP modulation | S. cerevisiae LAP4-GFP multiplex, flow cytometry GFP, 3 h; median GFP as percent of DMSO wells | GFP response vs DMSO, % at 10 µM | 320,000 compounds, 0.34% hits;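 active = GFP response vs DMSO above a set limit, about the screen mean plus 3 SD, cut at about 150% in these data; inconclusive = under 70 cell events counted for the yeast strain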
CR mimetic SO: lowers age-related superoxide in aged yeast cells; S. cerevisiae aged cells, superoxide DHE fluorescence; active compounds read low; superoxide response (% of plate mean), % at 10 µM; 330,000 compounds, 0.18% hits; AID 2690;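 active = superoxide response under a set limit, about three screen SD below normal, cut at about 65% in these data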;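 also: yeast aged for seven days with compound at 30 °C before DHE staining; 100% = average MFI of all compound-treated wells on the plate with controls excluded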
* hit, by the source's call; ? = inconclusive; / = not tested or not shown; & = joins results of further samples; [ ] = dose if it differs, or a comment. Random draw from the library (roughly 3.9% active in at least one column).

SMILES	AHR act	CIT2 TOR yeast	MEP2-GFP yeast	RPL19A TOR yeast	AGP1-GFP MLPCN	Efflux pump mplx	LAP4 TOR yeast	CR mimetic SO
Cc1ccc(OCc2nc(C#N)c(NCc3ccco3)o2)cc1	8	95	101	100	96	0.1	100	101
COc1ccccc1OCCNC(=O)C(c1ccccc1)c1ccccc1	1	91	91	105	91	-0.1	109	74
CC(C)Oc1ccc(CCc2nnc(SCC(=O)O)n2-c2ccccc2)cc1	7	99	99	93	98	0.2	97	98
CCN(CC(=O)Nc1ccc(NC(C)=O)cc1)C(=O)/C=C/c1c(C)nn(-c2ccc(F)cc2)c1C	-1	106	103	103	102	-0.3	90	113
Cc1cc(C)cc(NC(=S)N2CCN(Cc3ccccc3)CC2)c1	2	101	98	101	99	0.2	94	96
CC(O)[C@H]1CNC(=O)C(=O)N1CCc1cc(C(F)(F)F)cc(C(F)(F)F)c1 (stereo partly drawn)	0	106	98	103	104	0.0	99	100
Cc1nc2ccccn2c1C(=O)NN=C1C2CC3CC(C2)CC1C3	48*	79	85	99	65	-0.4	101	98
CSc1nc(-c2ccc(Cl)cc2)nn1S(=O)(=O)c1ccccc1	15	104	96	93	97	0.4	95	91
Cc1cc(C(=O)COC(=O)c2cc(Cl)c(O)c(Cl)c2)c(C)n1C	1	97	111	103	100	-0.1	103	126
CC(=O)Nc1ccc(S(=O)(=O)Nc2nccc(C)n2)cc1	1	102	98	97	100	-0.1	98	97

By substructure, the entries above containing a Cl atom.
SMILES	AHR act	CIT2 TOR yeast	MEP2-GFP yeast	RPL19A TOR yeast	AGP1-GFP MLPCN	Efflux pump mplx	LAP4 TOR yeast	CR mimetic SO
CSc1nc(-c2ccc(Cl)cc2)nn1S(=O)(=O)c1ccccc1	15	104	96	93	97	0.4	95	91
Cc1cc(C(=O)COC(=O)c2cc(Cl)c(O)c(Cl)c2)c(C)n1C	1	97	111	103	100	-0.1	103	126

Next section
SMILES	AHR act	CIT2 TOR yeast	MEP2-GFP yeast	RPL19A TOR yeast	AGP1-GFP MLPCN	Efflux pump mplx	LAP4 TOR yeast	CR mimetic SO
COCC1CCN(C(=O)c2cc(COc3cc(C)c(Cl)c(C)c3)on2)C1 (stereo not drawn)	5	89	85	86	87	0.0	86	99
CCOc1ccc(N2CC(O)=C(c3nc4ccccc4c(=O)[nH]3)C2=N)cc1	-3	/	92	87	90	0.3	88	106
O=C(CN1C(=O)c2ccccc2S1(=O)=O)Nc1cccc(S(=O)(=O)N2CCCCC2)c1	2	89	93	97	90	0.4	92	126
Cn1cc(Br)c(C(=O)NC2CCCCCC2)n1	/	95	111	113	101	-0.7	94	94
O=C(Cn1ncc(N2CCOCC2)c(Cl)c1=O)c1ccc(Cl)cc1	5	99	101	101	98	0.0	100	98
Nc1nc2c(s1)CCc1c-2cnn1-c1ccccc1	13	79	98	92	75	0.0	127	112
O=C(Nc1cc(Cl)ccc1-n1cncn1)c1cc(S(=O)(=O)N2CCOCC2)ccc1F	4	84	116	101	78	0.0	95	88
O=C1CC(c2ccccc2)Cc2nc(NC3CC3)ncc21 (stereo not drawn)	2	93	102	102	89	0.1	94	98
O=C(CC(=O)c1ccccc1O)c1cccc(F)c1	11	84	98	94	93	-0.2	117	85
COc1ccc(O)c(/C=N/NC(=O)CCC(=O)Nc2cccc(C)c2)c1	10	99	92	101	103	-0.1	94	105
COC(=O)c1ccc(C)c(NS(=O)(=O)c2ccc(C)c([N+](=O)[O-])c2)c1	-1	/	111	103	104	-0.1	90	95
Cn1c(=O)c(-[n+]2ccccc2)c([O-])c2ccccc21	6	107	100	99	103	-0.1	104	94
O=C(c1ccc(F)cc1)C1CCN(C(=O)c2c(F)cccc2F)CC1	-7	103	105	106	104	0.0	80	107
O=C(CCN1C(=O)c2ccccc2C1=O)Nc1nc2ccccc2s1	39	103	102	116	101	0.1	96	117
CC(=O)C1C(c2ccc(Br)cc2)C2C(C)=NN=C2CC1(C)O (stereo not drawn)	2	101	109	101	104	-0.1	99	83
Cc1nc2ccc(S(=O)(=O)NCC(=O)NCCN3CCCCC3C)cc2s1 (stereo not drawn)	-2	90	92	87	90	-0.1	90	99
COc1ccc(C(=O)OC(C)C(=O)NC(C)CCc2ccccc2)c(OC)c1 (stereo not drawn)	2	93	101	102	92	0.2	95	96
COC(=O)c1c(C)[nH]c(/C=N/Nc2ccccc2)c1C	10	116	111	112	110	-0.1	110	104
CN1CCN(C2=NCCO2)CC1	/	93	99	96	91	0.0	86	105
CCNc1nc(NCC)n2c(SCC(=O)Nc3ccccc3F)nnc2n1	21	101	100	97	104	-0.1	100	103
O=C(Nc1ccc(Cl)c([N+](=O)[O-])c1)Nc1nc2ccccc2s1	46	109	105	103	108	-0.2	107	111
CCCn1c(=S)[nH]c2cc(Cl)ccc21	1	94	108	106	108	0.2	129	107
COc1ccc(CN2C(=O)c3ccccc3C2=O)cc1C(=O)N(C)CC(=O)Nc1ccc(F)cc1	1	95	103	98	96	0.0	104	97
CCn1c2ccccc2c2cc(NC(=O)c3cccc([N+](=O)[O-])c3C)ccc21	113*	102	104	107	99	0.1	104	105
CCn1ccc(C(=O)Nc2ccc3c(c2)CCC3)n1	3	98	97	103	101	-0.1	105	100
COc1ccc(NC(=O)CSc2nnc(CNC(=O)COc3ccc(Cl)cc3)o2)cc1	1	103	109	103	79	-0.1	87	99
COc1ccc(C(=O)c2cn[nH]c2-c2cc(C)ccc2O)cc1	0	102	107	101	99	-0.2	95	114
Oc1c(C=C2N=c3ccccc3=N2)sc(=S)n1-c1ccccc1	5	84	104	90	103	0.1	109	133
CC1CCc2cc(F)ccc2N1C(=O)C1(C)CC1(Cl)Cl (stereo not drawn)	9	99	93	96	101	0.2	105	116
CCOc1ccccc1CNC(=O)C1CCN(C(=O)N2CC(C)Oc3ccc(C)cc32)CC1 (stereo not drawn)	4	117	100	101	109	0.1	129	125
Cc1cc(OCCCCCn2ccnc2)cc(C)c1Cl	55*	74	103	102	96	0.1	97	94
CCOc1ccc(OCc2ccc(C(=O)NN)o2)cc1	22	96	97	91	98	-0.3	98	89
Cc1ccc2c(c1)C(c1ccccc1)N(C(=O)c1ccccc1)CC(=O)N2 (stereo not drawn)	1	94	102	91	95	0.0	106	95
CNC(=O)c1ccsc1NC(=O)c1ccccc1	49*	89	102	98	95	-0.2	106	104
Cc1onc(-c2ccccc2Cl)c1C(=O)NCc1cccs1	-1	101	106	96	98	-0.2	110	94
COc1ccc(N2CCN(C(=O)C3CCCN(S(=O)(=O)c4cccc5cccnc45)C3)CC2)cc1 (stereo not drawn)	0	100	98	100	99	0.0	99	98
CN1CCN(c2ccc(NC(=O)Cc3ccccc3)cc2)CC1	11	94	101	99	97	0.0	102	95
Oc1ccccc1-c1n[nH]c(=S)n1Cc1ccco1	1	102	99	99	103	-0.1	109	103
Cn1c(=O)[nH]c(=O)c2c1nc(NC1CCCC1)n2Cc1ccccc1	1	110	105	104	100	-0.3	84	112
CN1CCN(NC(=O)c2ccc(F)cc2)CC1	-3	87	94	95	92	-0.1	96	110
COc1ccc(NS(=O)(=O)c2ccc(-c3cnc(C4CC4)o3)cc2)cc1OC	-6	108	108	97	100	0.0	108	112
O=C(Cn1nc(CNc2ccc(Br)cc2)[n+]2c1CCCCC2)c1ccc([N+](=O)[O-])cc1	26	95	91	97	100	-0.1	106	86
Cc1ccc(-c2ccc(/C=N/n3cnnc3)o2)cc1Cl	5	85	94	93	85	0.1	101	102
CCCCCCNC(=O)N[C@@H](C(=O)NCCC[C@H]1CN2C(=NC[C@@H]2Cc2ccccc2)N1CCc1cccc(OC)c1)C(C)C	-1	114	95	103	92	0.8	138	90
O=C(Nc1ccc2c(c1)CCC2)Nc1ccccc1F	-6	97	105	106	102	0.0	120	109
C=CCOc1nc2c(c(=O)n(C)c(=O)n2C)n1C	4	67	92	109	72	0.0	95	95
CCOc1ccc(N(C)S(=O)(=O)c2ccc3[nH]cc(C(=O)NCC4CCCO4)c(=O)c3c2)cc1 (stereo not drawn)	56*	90	88	87	94	0.1	88	105
NS(=O)(=O)c1ccc(CCNC(=O)c2ccc(NS(=O)(=O)c3ccc4[nH]c(=O)[nH]c4c3)cc2)cc1	-1	96	92	97	107	0.0	113	101
COc1ccc(OC)c(NC(=O)COC(=O)CNC(=O)c2ccc(OC)c(OC)c2)c1	3	101	96	99	102	-0.2	98	89
CC(=O)c1ccc(NC(=O)NCc2ccc(F)cc2)cc1	-4	97	102	107	112	0.1	98	87

(more compounds)
SMILES	AHR act	CIT2 TOR yeast	MEP2-GFP yeast	RPL19A TOR yeast	AGP1-GFP MLPCN	Efflux pump mplx	LAP4 TOR yeast	CR mimetic SO
CCOCCCNC(=O)c1cccc(NC(=O)C2=C(C)OCCS2)c1	4	114	116	115	110	0.0	106	100
COc1ccccc1CNC(=O)c1cc2c(C)nn(Cc3ccc(F)cc3)c2s1	14	110	112	102	/	-0.1	114	102
COc1cccc(OC)c1C(=O)N1CCN(c2ccccn2)CC1	0	98	99	97	99	0.0	98	104
CCN(CC(=O)Nc1ccc(NC(C)=O)cc1)C(=O)c1ccc(COc2ccccc2)o1	-2	79	96	93	92	0.0	97	112
Cc1ccc(-c2cc(C(=O)N3N=C(C(F)F)CC3(O)C(F)F)c3ccccc3n2)cc1C (stereo not drawn)	10	95	105	99	103	0.0	115	100
CCCCCCCNC(=O)C1(CC2CC(c3ccccc3)=NO2)CCN(C(=O)c2ccccc2)CC1 (stereo not drawn)	5	75	94	97	81	0.3	108	110
COc1ccc(S(=O)(=O)NCc2cccnc2)cc1NC(=O)c1ccc(Cl)cc1	2	91	94	97	102	0.0	105	104
O=C(CN(Cc1ccccc1)C(=O)c1csnn1)NCCc1ccccc1	1	104	102	97	97	-0.1	95	86
O=S(=O)(c1ccc(Cl)cc1)N1CCCC1c1nc2ccccc2s1 (stereo not drawn)	5	74	89	92	92	0.6	114	85
COC(=O)[C@H]1C[C@H]1[C@@H](NC(=O)c1ccc[nH]1)c1ccccc1	1	87	96	100	89	0.0	107	91
CCn1c(-c2ccccc2O)n[nH]c1=S	-1	103	102	102	106	0.0	97	91
Cc1oc(C(C)(C)C)cc1C(=O)Nc1ccc(C(=O)O)cc1	4	106	112	103	104	0.1	110	120
CCc1ccc(NC(=O)CSc2nc3c(c(=O)n(C)c(=O)n3C)n2C)cc1	3	93	94	93	97	-0.1	95	103
O=C(/C=C/c1cccc(F)c1)OCC(=O)N1CCc2ccccc21	10	101	103	101	106	-0.2	109	98
O=C(Sc1nnc(-c2ccccc2)o1)N1c2ccccc2Sc2ccccc21	0	91	102	96	97	-0.1	124	102
Cc1ccc(-c2cc(C(=O)O)c3cc(Br)ccc3n2)s1	/	85&86	98&103	97&96	83&84	-0.1&0.1	130&138	110&120
N=c1c(C(=O)NCc2ccco2)cc2c(=O)n3ccccc3nc2n1CCc1ccccc1	1	89	325*	48*	74	0.0	93	110
O=C(Nc1nc2ccccc2s1)c1ccc([N+](=O)[O-])o1	1	94	102	103	80	0.0	84	106
NC(=O)CC(NC(=O)Cc1ccc(Cl)cc1)c1ccc(NCc2ccccc2)c([N+](=O)[O-])c1 (stereo not drawn)	4	81	95	96	83	-0.2	101	103
COc1ccc(NC(=O)Cc2ccsc2)c(OC)c1	7	?	343*[may fluoresce violet]	46*[may fluoresce violet]	?	0.1	81[may fluoresce violet]	89
CCCCn1c(N)c(N(CC(C)C)C(=O)c2ccc(F)c(S(=O)(=O)N3CCOCC3)c2)c(=O)[nH]c1=O	1	?	?	97[may fluoresce violet]	?	0.1	?	99
COc1ccc2nc(NC(=O)CSCc3c(C)noc3C)sc2c1	4	82	94	86	95	-0.1	96	93
